High-throughput results: PubChem BioAssay, several laboratories
KCC2 mod: modulates chloride dependent transport by human KCC2; 190,000 compounds, 2.2% hits; B-score of Tl+ flux slope (higher = more flux/activation; lower = inhibition) at 10 µM; Q9H2X9; KCC2 cells, thallium flux FluoZin-2 fluorescence;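 active means thallium flux slope and its plate-corrected score both differing from the plate sample mean at a set confidence after two filtering rounds, in either direction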;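 further: slope of fluorescence scaled to starting intensity during 10 to 20 s after thallium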
Rad51 HR inh: Rad51 (human) homologous recombination inhibition; 200,000 compounds, 0.085% hits; inhibition, % at 10 µM; hRad51 DNA strand exchange, fluorescence dequenching;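 active means inhibition above 40% at the single screening dose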;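 further: 0% = DMSO control wells and 100% = blanks with heterologous ssDNA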
Target sequence (Q06609 whole entry, looked up): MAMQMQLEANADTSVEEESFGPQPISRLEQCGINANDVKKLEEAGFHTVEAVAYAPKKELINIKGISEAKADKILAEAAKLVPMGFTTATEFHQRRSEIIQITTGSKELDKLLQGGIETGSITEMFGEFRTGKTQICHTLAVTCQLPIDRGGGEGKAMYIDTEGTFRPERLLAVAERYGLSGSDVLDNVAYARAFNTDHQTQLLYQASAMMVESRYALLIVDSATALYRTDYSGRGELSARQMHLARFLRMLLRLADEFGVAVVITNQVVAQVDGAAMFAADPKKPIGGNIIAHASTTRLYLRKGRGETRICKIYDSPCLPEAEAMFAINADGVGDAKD
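Read-out basis: percent inhibition relative to plate controls and blanks / Assay system: human Rad51 nucleoprotein filaments preassembled on unlabelled ssDNA / Timing: filaments 15 min 37 °C, then compound 30 min / Control set: per-plate controls and blanks / Technique: fluorescence dequenching at 485/520 nm / Compound: 10 µM final, single point / Also added: Fluorescein- and BHQ1-tagged 47-mer duplex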
m-calpain inh: blocks pig calpain II enzyme activity. 220,000 compounds, 0.37% hits. inhibition, % at 16 µM. AID 1236. purified calpain II, fluorogenic peptide substrate, 30 min;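 active means inhibition above about 50%, limit read from the data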
thrombin 1536: inhibitors of human thrombin. P00734. alpha-thrombin, Boc-VPR-AMC fluorogenic substrate cleavage. inhibition, % at 5 µM. 220,000 compounds, 0.26% hits;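 active means inhibition at or above 40%; inactive means inhibition below 40%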;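 further: 0% = enzyme with no compound and 100% = wells without enzyme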
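System: human alpha-thrombin protein; Compound dosing: one concentration per compound, 5 µM, with 0.2% DMSO; Timing: reaction at room temperature; Technique: AMC fluorescence, 355/460 nm; Controls: enzyme without compound as high, wells lacking enzyme as low.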
Furin inh: blocks human furin protease activity; P09958; purified furin, fluorogenic substrate cleavage; AID 463115; 220,000 compounds, 0.061% hits; inhibition, % at 30 µM; in the data active means inhibition above about 25%; further: inactives centre near -15
Target sequence (P09958 108-714 limits assumed): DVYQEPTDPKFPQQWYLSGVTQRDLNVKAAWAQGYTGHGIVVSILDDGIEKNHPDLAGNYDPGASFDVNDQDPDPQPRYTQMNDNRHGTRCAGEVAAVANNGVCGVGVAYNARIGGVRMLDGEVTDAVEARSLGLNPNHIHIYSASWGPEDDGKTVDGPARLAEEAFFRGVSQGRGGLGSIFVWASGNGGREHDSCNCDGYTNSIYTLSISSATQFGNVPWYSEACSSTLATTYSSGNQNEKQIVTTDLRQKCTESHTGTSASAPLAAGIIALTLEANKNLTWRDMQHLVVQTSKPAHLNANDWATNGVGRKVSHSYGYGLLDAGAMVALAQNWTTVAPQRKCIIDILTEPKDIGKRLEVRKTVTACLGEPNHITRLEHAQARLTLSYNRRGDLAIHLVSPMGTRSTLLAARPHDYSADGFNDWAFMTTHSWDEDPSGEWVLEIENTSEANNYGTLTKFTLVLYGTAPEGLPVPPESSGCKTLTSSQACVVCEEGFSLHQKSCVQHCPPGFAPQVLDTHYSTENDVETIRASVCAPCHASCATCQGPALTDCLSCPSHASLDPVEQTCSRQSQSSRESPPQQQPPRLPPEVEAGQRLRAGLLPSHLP
PERK inhibitor: human PERK inhibition, primary cell-based screen. AID 1416. inhibition, % at 5.6 µM. Q9NZJ5. CHO PERK-DD fusion, SEAP luminescence translation reporter. 220,000 compounds, 0.17% hits;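 active means inhibition above the mean inhibition of all tested compounds plus 3 SD, set separately per screening campaign, cut at about 2.9% in these data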;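 further: PERK kinase domain activated by AP20187 dimerizer at 100 nM; 0% = DMSO with dimerizer and 100% = rapamycin at 8.4 µM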
FXIIa inh: inhibitors of human coagulation factor XIIa; P00748; purified FXIIa, Boc-QGR-AMC fluorogenic substrate, 2 h; inhibition, % at 5 µM; 220,000 compounds, 0.3% hits; in the data active means inhibition above about 40%;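 further: 0% = enzyme with no compound and 100% = blank without enzyme; many of its hits are not listed in these tables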
KLK5 inh: blocks human kallikrein 5 protease activity | Q9Y337 | recombinant hK5, fluorogenic AMC substrate cleavage | inhibition, % at 5 µM | 210,000 compounds, 0.59% hits | AID 873;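 active means inhibition of 40% or more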;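 further: 0% = enzyme controls without compound and 100% = no-enzyme blanks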
FXIa inh: blocks human coagulation factor XIa protease activity | P03951 | purified FXIa, Boc-Glu-Ala-Arg-AMC fluorogenic substrate | inhibition, % at 5 µM | 220,000 compounds, 0.14% hits | AID 798;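 active means inhibition of at least 40%; inactive means inhibition below 40%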;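 further: fluorescence of freed AMC excited at 355 nm; 0% = enzyme without compound and 100% = no enzyme blank; many of its hits are not listed in these tables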
The depositor's hits bear a star; / = no result given; [ ] = dose if it differs, or a comment.

SMILES	KCC2 mod	Rad51 HR inh	m-calpain inh	thrombin 1536	Furin inh	PERK inhibitor	FXIIa inh	KLK5 inh	FXIa inh
CN(CC(=O)N1CCN(c2cccc(Cl)c2)CC1)S(=O)(=O)c1cnc[nH]1	0.33	/	-8	-3	-14	0.5	5	-12	-5
Cc1ccc(Nc2nc(N)nc(CN3CCc4ccccc4C3)n2)cc1	-0.5	-3	-34	7	4[20 µM]	-0.6	12	-3	1
COc1ccc(C(=O)NCc2cccnc2)cc1S(=O)(=O)N1CCOCC1	0.024	3	24	20	3[20 µM]	0.0	20	32	-1
COc1ccc(N=c2cc(-c3ccc(OC)cc3)oc3ccccc23)cc1	0.11	/	38	5	5	-1.7	10	-16	4
COc1ccc(C(=O)CCN2CCc3cc(OC)c(OC)cc3C2)cc1	-1.7	-43	-6	9	-34	0.7	3	-2	-3
COc1ccc(-c2nc(-c3cccc(C(F)(F)F)c3)no2)cc1OC	-0.074	-3	-43	1	-14	-0.2	2	-21	-2
O=C(COC(=O)c1cc(Cl)cc(Cl)c1)NCCN1C(=O)CSC1=O	0.025	12	26	-3	-17	0.6	2	-16	0
CN(c1cccc(NC(=O)CN(c2cccc(Cl)c2)S(=O)(=O)c2ccc(Cl)cc2)c1)S(C)(=O)=O	0.087	5	-6	-11	-8	-0.4	6	-17	8
O=C(COC(=O)c1n[nH]c(=O)c2ccccc12)c1ccc(Br)cc1	-0.47	7	-20	-9	-34	1.3	4	-2	-3
CC(C)c1ccc(C(C(=O)NC2CCCCC2)N(C(=O)c2ccccn2)c2cccnc2)cc1 (centres undefined)	0.054	-4	-3	1	-32	0.0	3	-1	2
O=C1CC(c2ccccc2)CC(O)=C1C=NCc1ccccc1 (centres undefined)	-0.017	9	17	1	-20[20 µM]	-0.9	10	-1	14
Cn1ccc(=Nc2ccc(NC(=O)c3ccc(N=c4ccn(C)c5ccc([N+](=O)[O-])cc45)cc3)cc2)cc1	-1.6	27	25	16	17	-0.8	19	7	10
Cc1ccc(S(=O)(=O)C(C)C(=O)NCCS(=O)(=O)c2ccc(Cl)cc2)cc1 (centres undefined)	-0.25	2	-5	17	-30	0.7	11	2	-2
COC(=O)C(/C=N/OCc1ccc([N+](=O)[O-])cc1)NC(=O)c1cccc(Cl)c1 (centres undefined)	-1.6	6	11	-4	-8[20 µM]	-0.3	12	-3	-2
CCN(CC)P(=O)(C(NC(=O)OC)C(F)(F)C(F)(F)C(F)(F)C(F)F)N(CC)CC (centres undefined)	0.22	0	13	6	-21	-0.8	15	15	-4
COc1ccc(-c2noc(CSc3nc(N)c(-c4ccccc4)c(=O)[nH]3)n2)cc1OC	0.39	5	-18	-7	-12[20 µM]	-0.4	-10	-3	-12
O=C(NNc1nc2ccccc2s1)c1ccccc1F	0.18	0	-9	-4	-3[20 µM]	0.4	3	-97	-7
Cn1cc(Br)cc2nc(C(F)(F)F)nc1-2	3.1	5	-36	-8	-16[20 µM]	0.4	-2	-3	-2
CN(C(=O)c1ccc2c(c1)OCO2)C1(C(=O)NC2CCCC2)CCCCC1	-0.32	-5	5	-7	-15	-0.4	3	17	-3
CC1CC(C)(C)CC2(C1)NC(=O)N(CC(=O)NCCc1ccc3c(c1)OCCO3)C2=O (centres undefined)	0.99	-8	25	-9	-13	0.1	4	2	-2
NC(=O)C1CCN(C(=S)c2cccs2)CC1	1.3	/	-39	-5	-19[20 µM]	0.1	2	-6	-7
CC1=C(C)CC(C(=O)N2CCN(C/C=C/c3ccccc3)CC2)C(C(=O)O)C1 (centres undefined)	-0.39	1	-31	17	-28	0.8	10	1	-1
Cc1cc(=O)[nH]c(N/N=C/c2c(O)n(-c3ccccc3)c(=O)c3ccccc23)n1	-0.62	-22	-15	1	1	0.2	5	-87	0
CCOc1ccc2[nH]c(=O)c(C(c3nnnn3Cc3ccco3)N3CCCC(C)C3)cc2c1 (centres undefined)	/	12	-286	-1	-24	-0.2	9	-56	-3
Oc1c(C(c2ccccn2)N2CCOCC2)ccc2cccnc12 (centres undefined)	0.26	6	8	-2	-16	1.2	10	-73	-1
O=C(Cc1ccccc1)N/N=C/c1cccn1-c1ccc([N+](=O)[O-])cc1	-1.8	-11	-18	0	3	0.2	6	1	11
CN1CCN(c2ccc(NC(=O)c3ccc4c(c3)OCCO4)cc2Cl)CC1	/	1	-5	-7	-25	-0.1	6	-2	-5
CCC(CC)NC(=O)Nc1ccc(C)cc1	-0.078	/	26	-7	-17	0.5	6	2	3
Cc1ccc(S(=O)(=O)CCC(=O)OCc2ccc(Cl)c(Cl)c2)cc1	0.4	-4	20	-10	-8	-0.4	-3	0	-10
COc1cc(O)c(C(CC(=O)N2CCN(c3ccccc3)CC2)c2cc(OC)c(OC)c(OC)c2)c(OC)c1 (centres undefined)	0.02	-8	-19	3	-28	/	6	5	5
O=C(COc1ncnc2ccccc12)Nc1ccc(Cl)c(S(=O)(=O)N2CCOCC2)c1	1	14	26	-6	-11	0.2	-3	-2	-5
O=C(NCc1cccnc1)c1ccc(NC(=O)c2cccc([N+](=O)[O-])c2)cc1	/	1	24	0	-21	0.2	6	3	-3
COC(=O)C1=C(C)NC(=O)CC1c1ccc(F)c(Br)c1 (centres undefined)	0.12	4	-10	-6	-25[20 µM]	0.1	1	-2	-3
O=C(NC1(C(F)(F)F)NC(=O)N(Cc2cccnc2)C1=O)c1ccncc1 (centres undefined)	/	0	-44	-6	-11[20 µM]	1.1	6	0	-3
CCN(CC)CC(=O)N1CCCC(C(=O)c2ccccc2OC)C1 (centres undefined)	/	6	-15	-17	-24	0.4	1	-4	-5
CC1(OC(=O)c2cccs2)C(=O)C=C2C=C3CCCN3C=C2C1=O (centres undefined)	-0.33	-4	5	-6	-3	/	6	0	-1
Cc1ccc(C(=O)Cn2c(-c3ccccc3)noc2=O)cc1	-1.5	-1	-30	11	-30	-0.1	9	-3	-2
NC(=O)CC[C@H](NC(=O)OCc1ccccc1)C(=O)OCc1ccc(Cl)cc1	-1.5	7	-2	-7	-15	0.1	13	-16	1
CC(=O)N1N=C(c2ccc(Cl)cc2)OC12CCCC2	0.63	6	-39	-3	-19	-0.1	9	5	2
O=C(N/N=C/C1C(c2ccccc2)C1(Cl)Cl)c1cccc(Br)c1 (centres undefined)	-0.15	3	20	1	-19[20 µM]	0.7	9	-30	-4
CCOC(=O)c1sc(=NC(=O)COc2ccc(Cl)cc2)n(C)c1C	-0.093	3	-20	-5	-13	0.9	7	3	0
FC(F)(F)c1cccc(N2CCN(c3nnnn3-c3ccccc3)CC2)c1	-0.98	4	5	2	-9[20 µM]	-0.9	-4	-10	-9
CCC(CC)C(=O)NN(C(=O)c1ccncc1)C1CC(=O)N(c2ccccc2)C1=O (centres undefined)	-0.57	13	-24	0	-16	0.7	2	-6	-1
CC(=O)N1CCc2cc(S(=O)(=O)NCCC(=O)NCCc3ccc(C)cc3)ccc21	-0.33	-2	-11	-1	-27	0.4	13	15	6
CCOC(=O)c1sc2nc3c(cc2c1N)COC(C)(C)C3	0.14	5	-5	-3	-11[20 µM]	1.2	7	-25	1
CC1CCCCN1C(=O)CCn1c(=S)oc2ccccc21 (centres undefined)	-0.079	5	1	-3	-12	0.3	3	15	-4
NC(=O)c1ccc(NC(=O)COC(=O)c2cc(S(=O)(=O)N3CCOCC3)ccc2N2CCCCC2)cc1	-0.4	-4	-9	-3	-28	-0.3	6	2	8
CCSc1nc2sc3c(c2c(=O)n1-c1ccc(OC)cc1)CCN(C)C3	-0.49	-4	5	0	2	0.4	10	-8	5
O=c1nc(N2CCOCC2)nc(N/N=C/c2ccc3c(c2)OCO3)[nH]1	/	/	-16	-1	5	0.9	0	6	-3
COc1cc(/C=N/NC(=O)c2ccncc2)ccc1OC(=O)c1ccccc1Cl	/	-2	-3	-4	-18	0.4	11	15	1
C=CCc1cccc2ccc(=O)oc12	0.89	-4	-11	-1	-21	1.3	11	-12	-1
CC(=O)c1ccc(CCCCCCCCCC(=O)O)s1	-0.41	-1	-4	-1	-8[20 µM]	-0.1	12	-10	5
COc1cccc(N2CCN(S(=O)(=O)c3cccc4cccnc34)CC2)c1	0.68	12	-2	6	-29	1.2	3	-12	-4
CCOC(=O)c1sc(N(C)C(C)=O)nc1C	0.13	-2	9	1	-9[20 µM]	-0.7	42*	-4	19
CCCCN(C)C(=O)CC(NS(=O)(=O)c1ccc(NC(C)=O)cc1)C(C)C (centres undefined)	-0.5	-11	15	-1	-11	2.5	2	-6	-2
COC(=O)c1cc(NC(=O)Nc2cccc(Cl)c2)ccc1Cl	/	-2	17	-1	-9[20 µM]	-0.7	18	-15	4
COc1cc(/C=C2\SC(=S)N(Nc3ncc(C(F)(F)F)cc3Cl)C2=O)cc(OC)c1OC	1.6	/	-30	7	-7[20 µM]	0.0	19	10	6
Oc1ccc(-c2nc3c4c(ncn3n2)-c2ccccc2CC42CCCC2)cc1	0.035	-2	-2	-7	-6	0.7	7	-16	4
O=C(c1ccccc1Cl)N1CCSCC1	1.2	22	4	-3	-21	1.5	0	-4	8
c1ccc2c(c1)ncn2CCn1cnc2ccccc21	0.64	-5	4	2	-20	1.2	12	4	7

Compounds listed so far that have bromine (4):
SMILES	KCC2 mod	Rad51 HR inh	m-calpain inh	thrombin 1536	Furin inh	PERK inhibitor	FXIIa inh	KLK5 inh	FXIa inh
O=C(COC(=O)c1n[nH]c(=O)c2ccccc12)c1ccc(Br)cc1	-0.47	7	-20	-9	-34	1.3	4	-2	-3
Cn1cc(Br)cc2nc(C(F)(F)F)nc1-2	3.1	5	-36	-8	-16[20 µM]	0.4	-2	-3	-2
COC(=O)C1=C(C)NC(=O)CC1c1ccc(F)c(Br)c1 (centres undefined)	0.12	4	-10	-6	-25[20 µM]	0.1	1	-2	-3
O=C(N/N=C/C1C(c2ccccc2)C1(Cl)Cl)c1cccc(Br)c1 (centres undefined)	-0.15	3	20	1	-19[20 µM]	0.7	9	-30	-4

New compounds follow
SMILES	KCC2 mod	Rad51 HR inh	m-calpain inh	thrombin 1536	Furin inh	PERK inhibitor	FXIIa inh	KLK5 inh	FXIa inh
CC(C)C(=O)Nc1ccc(NC(=O)c2ccccc2Cl)nc1	/	5	37	4	-19	-0.6	11	0	6
COCCCNC(=O)CCSc1ccc(Cl)cc1	0.41	0	-16	2	-16	-1.5	12	4	10
c1nc(N2CCC3(CC2)OCCO3)c2[nH]cnc2n1	0.075	/	-24	-3	-7	0.6	5	-12	-4
COc1ccc(C(=O)C2CCCN(Cc3ccc4c(c3)OCCO4)C2)cc1F (centres undefined)	-0.23	-18	17	0	-11	-1.3	6	3	4
CCOC(=O)c1cc2c(ccn2C)n1Cc1cc(C)ccc1C	0.54	2	2	3	-12[20 µM]	-0.5	14	2	-2
CCOC(=O)CSc1ccc(-c2nc3ccccc3[nH]2)cn1	-0.42	-2	-27	2	-8[20 µM]	0.3	16	6	-11
CCOC(=O)c1cccc(NC(=O)CSc2nnc(C)n2Cc2ccccc2)c1	-2	2	16	-2	-20	-1.0	11	10	-6
COc1ccccc1-c1nnc(NC(=O)c2ccc(S(=O)(=O)N(C)Cc3ccccc3)cc2)o1	/	-7	-67	-4	-10[20 µM]	-0.1	9	-49	-2
O=c1[nH]c2ccccc2c(O)c1-[n+]1ccccc1	0.92	6	-12	-2	-16	0.2	6	4	1

The list is partial, so the mix of outcomes need not match the whole.
